Screens: PubChem, The Scripps Research Institute Molecular Screening Center
PP1 counter: PP1-alpha (human) inhibition in PP5 counter-screen | P62136 | purified PP1alpha, OMFP fluorescence | inhibition, % at 6.7 µM | 320,000 compounds, 0.9% hits | AID 2235;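 active = inhibition above the mean inhibition of all tested compounds plus 3 SD, computed separately for each screening campaign, cut at about 15% in these data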
PP5 inh: PP5 (human) phosphatase inhibition; purified PP5c, OMFP substrate fluorescence; P53041; inhibition, % at 6.7 µM; AID 1987; 320,000 compounds, 0.18% hits;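 active = inhibition above the campaign's mean inhibition across all tested compounds plus 3 SD, cut at about 9.5% in these data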;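 note: 0% = DMSO only and 100% = 100 µM cantharidin control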
AHR activator: activators of human aryl hydrocarbon receptor | AID 2796 | activation, % at 5 µM | P35869 | AHR-responsive luciferase reporter cells, luminescence | 320,000 compounds, 2.5% hits; in the data active = activation above about 47%;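 note: 0% = vehicle wells and 100% = reference agonist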
Target sequence (P35869 whole entry, looked up): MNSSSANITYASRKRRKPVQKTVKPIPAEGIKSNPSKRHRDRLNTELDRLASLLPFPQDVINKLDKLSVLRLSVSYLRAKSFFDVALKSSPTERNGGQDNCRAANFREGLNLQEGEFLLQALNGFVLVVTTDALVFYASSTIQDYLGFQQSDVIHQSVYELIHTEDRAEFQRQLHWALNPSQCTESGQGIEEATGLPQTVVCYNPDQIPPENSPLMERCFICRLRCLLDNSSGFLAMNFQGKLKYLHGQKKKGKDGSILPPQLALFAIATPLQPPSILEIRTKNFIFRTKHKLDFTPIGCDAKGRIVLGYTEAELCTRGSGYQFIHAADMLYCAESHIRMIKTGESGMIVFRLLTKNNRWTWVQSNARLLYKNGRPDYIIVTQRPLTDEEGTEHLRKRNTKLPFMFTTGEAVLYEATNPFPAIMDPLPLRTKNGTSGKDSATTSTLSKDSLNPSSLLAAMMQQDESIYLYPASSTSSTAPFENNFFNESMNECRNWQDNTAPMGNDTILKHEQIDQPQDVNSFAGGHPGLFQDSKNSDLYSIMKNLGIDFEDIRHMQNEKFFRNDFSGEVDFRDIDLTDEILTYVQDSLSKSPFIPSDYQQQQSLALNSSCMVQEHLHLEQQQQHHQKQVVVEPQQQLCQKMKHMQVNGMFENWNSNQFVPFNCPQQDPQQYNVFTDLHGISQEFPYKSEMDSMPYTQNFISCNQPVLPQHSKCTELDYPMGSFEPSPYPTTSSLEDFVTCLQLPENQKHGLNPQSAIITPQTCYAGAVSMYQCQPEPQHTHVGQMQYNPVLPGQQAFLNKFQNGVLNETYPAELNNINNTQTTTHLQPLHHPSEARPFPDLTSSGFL
TPT1 inhibitor: C. albicans TPT1 enzyme inhibition; recombinant caTPT1, FP RNA substrate dephosphorylation; inhibition, % at 5 µM; 300,000 compounds, 0.81% hits; AID 1962;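 active = inhibition above the mean of all tested compounds plus 3 SD, set per screening campaign, cut at about 24% in these data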;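 note: plate controls were DMSO alone for no effect and ferristatin control at 100 nM for full effect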
procasp7 counter: activates human procaspase-7, counter-screen for procaspase-3 activators; 330,000 compounds, 0.093% hits; recombinant procaspase-7, Ac-DEVD-pNA absorbance 405 nm; D23A/D198A/D206A triple mutant, cannot self-cleave; scale: DMSO 0, 5 µM enzyme 100; activation, % at 8.5 µM; P55210;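 active = percent activation above the screen-wide mean plus 3 SD, cut at about 25% in these data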
Target sequence (P55210 whole entry D23A/D198A/D206A): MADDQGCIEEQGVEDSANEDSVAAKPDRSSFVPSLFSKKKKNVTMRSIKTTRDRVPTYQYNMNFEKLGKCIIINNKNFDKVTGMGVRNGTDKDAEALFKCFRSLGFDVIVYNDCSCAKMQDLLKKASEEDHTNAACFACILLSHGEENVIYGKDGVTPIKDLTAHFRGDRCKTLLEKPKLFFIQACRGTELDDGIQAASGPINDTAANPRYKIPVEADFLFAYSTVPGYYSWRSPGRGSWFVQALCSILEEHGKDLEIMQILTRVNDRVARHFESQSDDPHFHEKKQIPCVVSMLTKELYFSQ
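Assay system: Uncleavable procaspase-7 mutant enzyme | Input: 2 µM procaspase-7 mutant as dispensed | Timing: 1 h compound preincubation, 2 h substrate cleavage, 25 °C | Repeats: One well per compound | Control set: DMSO wells as 0%, DMSO with 5 µM added PC-7 as 100% | Technique: Epi-absorbance of released pNA at 405 nm, two timepoints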
Fh CTSL1 inh: cathepsin L1 inhibition, PFM18AAP counter-screen. recombinant F. hepatica cathepsin L1, Z-Leu-Arg-MCA fluorescence. inhibition, % at 5.96 µM. 300,000 compounds, 0.49% hits;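 active = inhibition above the mean of all tested compounds plus 3 SD, set per screening campaign, cut at about 17% in these data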;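 note: 0% = plate median of test compound wells and 100% = 1 µM Z-Phe-Ala-diazomethylketone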
core dimer inh: blocks dimerization of HCV core protein. inhibition, % at 5 µM. TR-FRET GST/Flag-core106 dimerization, 1536-well. 300,000 compounds, 0.33% hits;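 active = inhibition above the mean of all tested compounds plus 3 SD, set per screening campaign, cut at about 45% in these data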
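test system = GST/Flag-tagged HCV core106 proteins | probe or stimulus = Eu donor and XL665 acceptor anti-tag antibodies | times = compound-protein-antibody incubation 4 h at 22.5 °C | signal = TR-FRET, excitation 340 nm, emission 617 and 671 nm | measure = percent inhibition of core106 dimerization signal | controls = wells lacking GST-core106 and wells with excess unlabelled core106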
proCasp3 act: activates human procaspase-3 | 330,000 compounds, 0.11% hits | activation, % at 8.5 µM | recombinant procaspase-3 D3A, Ac-DEVD-pNA absorbance 405 nm | P42574 | AID 463141;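 active = activation above the mean of all tested compounds plus 3 SD, cut at about 21% in these data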;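 note: 0% = DMSO alone and 100% = DMSO wells spiked with extra 5 µM PC-3 D3A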
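Technique: 405 nm absorbance of p-nitroaniline, reads at 0 and 120 min; Test system: Procaspase-3 D3A mutant; Incubation: 1 h enzyme-compound preincubation, then 2 h substrate reaction, 25 °C; Repeats: singlicate, each compound tested once; Benchmarks: low control DMSO wells, high control DMSO plus 5 µM PC-3 D3A.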
PAFAH2 FP inh: inhibitors of human PAFAH2. AID 492956. Q99487. recombinant PAFAH2, FP-rhodamine activity probe, fluorescence polarization. inhibition, % at 3.39 µM. 340,000 compounds, 0.99% hits;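 active = inhibition above the mean over all tested compounds plus 3 SD, cut at about 30% in these data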;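 note: inhibitors block probe labeling of enzyme so polarization drops; 0% = enzyme with DMSO and 100% = wells lacking PAFAH2 protein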
An asterisk follows results filed as active; . = no result given.

#1 CC(=O)Nc1ccc(S(=O)(=O)N[C@@H](C)C(=O)Nc2ccc(N3CCOCC3)cc2)cc1
#2 CN(C)CCCOc1cccc(Oc2ccccc2)c1
#3 O=S(=O)(N/N=C/c1ccc2c(c1)OCO2)c1ccc(Br)cc1
#4 O=C(Nc1ccn(Cc2ccc(F)cc2)n1)c1ccncc1
#5 Cc1ccc(N(CC(=O)NC2CCCCC2)C(=O)CNC(=O)c2cccs2)cc1
#6 Cc1cc(C)c(S(=O)(=O)NCCn2c(C)cc3ccccc32)c(C)c1
#7 COc1ccc(-c2cc(C(F)(F)F)nc(S(=O)(=O)CCC(=O)N3CCOCC3)n2)cc1
#8 CC(=O)Nc1ccc(S(=O)(=O)N2CCN(C(=O)c3ncoc3-c3ccccc3F)CC2)cc1

compound no. | 1 | 2 | 3 | 4 | 5 | 6 | 7 | 8
PP1 counter | 0 | -2 | 0 | 0 | 0 | 11 | -1 | 3
PP5 inh | 0.5 | 0.9 | -0.3 | 3.0 | 1.9 | 2.7 | -0.9 | 3.0
AHR activator | 1 | 2 | 0 | 8 | -1 | 13 | 6 | -3
TPT1 inhibitor | 5 | 1 | 3 | -2 | 0 | 0 | -6 | 1
procasp7 counter | 2 | 5 | -5 | 4 | 3 | -4 | 19 | 2
Fh CTSL1 inh | 0 | 0 | 4 | -3 | 0 | 2 | 3 | -4
core dimer inh | 0 | 4 | 6 | -1 | 6 | -102 | 1 | -4
proCasp3 act | 5 | 7 | -11 | 3 | 11 | -11 | -1 | -9
PAFAH2 FP inh | 9 | 3 | -1 | -2 | -6 | 18 | -25 | -8

The last 2 compounds of the part above lead into the next:
#7 COc1ccc(-c2cc(C(F)(F)F)nc(S(=O)(=O)CCC(=O)N3CCOCC3)n2)cc1
#8 CC(=O)Nc1ccc(S(=O)(=O)N2CCN(C(=O)c3ncoc3-c3ccccc3F)CC2)cc1
#9 COc1ccc(N2CCN(C(=O)c3cc(=O)c4ccc(C)cc4o3)CC2)cc1
#10 Cc1cc(NC(=O)CCC(=O)N(CC(=O)NC2CCCC2)c2ccc(F)c(Cl)c2)no1
#11 Cc1ccc(C(c2sc3ncnn3c2O)N2CCC(C)CC2)cc1 (stereo not given)
#12 CC(C)OC(=O)C(C#N)c1nc2ccccc2nc1N1CCCC1 (stereo not given)
#13 COC(=O)c1ccc2nc(C)cc(Nc3ccccc3C)c2c1
#14 CCN(C(=O)COC(=O)CNC(=O)c1cccc(C)c1)c1c(N)n(Cc2ccccc2)c(=O)[nH]c1=O
#15 CNC(=O)CSc1nnc(-c2ccco2)n1-c1ccccc1
#16 Cc1c(C(=O)NCc2ccccc2)oc2ccc(S(=O)(=O)N3CCCC3)cc12

compound no. | 7 | 8 | 9 | 10 | 11 | 12 | 13 | 14 | 15 | 16
PP1 counter | -1 | 3 | 1 | 2 | -1 | 0 | -2 | 8 | -3 | 6
PP5 inh | -0.9 | 3.0 | 0.3 | 2.4 | 1.6 | 0.9 | -0.2 | -1.3 | 2.6 | -3.6
AHR activator | 6 | -3 | 3 | 1 | 1 | 4 | 3 | 1 | 1 | -1
TPT1 inhibitor | -6 | 1 | -3 | -5 | 0 | -1 | -2 | 0 | 1 | -4
procasp7 counter | 19 | 2 | -1 | 7 | 0 | -9 | 9 | 5 | 9 | 0
Fh CTSL1 inh | 3 | -4 | -3 | 3 | -1 | 4 | 3 | -5 | -1 | 3
core dimer inh | 1 | -4 | 16 | 4 | -3 | 6 | -9 | -6 | -7 | 3
proCasp3 act | -1 | -9 | -1 | 4 | 4 | -14 | -4 | 10 | -5 | 3
PAFAH2 FP inh | -25 | -8 | 0 | -1 | 5 | 10 | 9 | -5 | 6 | 4

#17 CCOC(=O)Cn1c(C)cc(=O)c2cccc(C)c21
#18 CCCCC(CC)C(=O)Nc1cc(C(=O)NCc2ccc(C)cc2)ccc1N1CCC2(CC1)CC(c1ccccc1)=NO2 (stereo not given)
#19 Cc1cccc(NC(=O)CCN2C(=O)C3C4CCC(C4)C3C2=O)c1C (stereo not given)
#20 CC(C)CCC(C)NC(=O)CN1C(=O)NC(C)(c2ccc3ccccc3c2)C1=O (stereo not given)
#21 CCN(CC)CCCN1C(=O)C(O)=C(C(=O)c2cc3ccccc3o2)C1c1ccccn1 (stereo not given)
#22 O=C(c1cccs1)N1N=C(c2ccccc2)CC1c1ccccc1O (stereo not given)
#23 COc1cc(NC(=O)COC(=O)/C=C/c2ccc(O)c(OC)c2)cc(OC)c1
#24 O=C1/C(=C\c2ccccc2)CCc2c1[nH]c1ccccc21

compound no. | 17 | 18 | 19 | 20 | 21 | 22 | 23 | 24
PP1 counter | -1 | 19* | -1 | 4 | 2 | 25* | -5 | -3
PP5 inh | 0.5 | -2.4 | -0.5 | 2.0 | 3.6 | -5.4 | 0.4 | -0.4
AHR activator | 0 | 2 | 1 | 5 | 2 | 4 | 2 | 20
TPT1 inhibitor | 1 | -1 | 1 | -2 | -2 | 4 | 1 | -3
procasp7 counter | 12 | -9 | 10 | 13 | -11 | -6 | 5 | 8
Fh CTSL1 inh | -2 | -1 | -1 | 2 | -1 | 0 | -4 | 4
core dimer inh | 4 | 28 | -6 | -1 | -5 | 12 | -2 | -2
proCasp3 act | 4 | 3 | -3 | -4 | -10 | 0 | -6 | -3
PAFAH2 FP inh | 0 | -1 | 8 | 0 | 1 | -6 | 29 | 5

#25 O=C(NCCc1ccco1)C(=O)NCC1OCCCN1S(=O)(=O)c1ccc(F)cc1 (stereo not given)
#26 COc1cccc(CNC(=O)COC(=O)c2ccc(C(=O)c3ccccc3)cc2)c1
#27 CCOc1ccc(Nc2nc(-c3cccnc3)cs2)cc1
#28 O=C(O)c1cc(S(=O)(=O)N2CCCCC2)ccc1N1CCCC1
#29 O=C(NNC(=O)c1sc2cccc(Cl)c2c1Cl)Nc1ccccc1
#30 O=c1[nH]cnc2sc(-c3ccccc3)cc12
#31 COCC(C)NC(=O)CSc1nc2nn(-c3ccccc3)c(=O)c-2c2n1CCCCC2 (stereo not given)
#32 COc1ccccc1N1C(=O)CSC1=S

compound no. | 25 | 26 | 27 | 28 | 29 | 30 | 31 | 32
PP1 counter | -5 | 1 | 4 | . | 11 | -2 | -5 | 0
PP5 inh | -0.1 | 5.5 | 1.8 | . | 1.5 | 0.8 | -2.7 | -0.3
AHR activator | 2 | 0 | 115* | -1 | -2 | 6 | -2 | -2
TPT1 inhibitor | 1 | . | 2 | . | 0 | -4 | -2 | 3
procasp7 counter | -8 | -5 | -7 | 10 | -4 | 0 | 3 | -3
Fh CTSL1 inh | -3 | . | 4 | . | 2 | 3 | 2 | 2
core dimer inh | 4 | . | 1 | . | 31 | 1 | -5 | -2
proCasp3 act | -1 | -8 | 7 | 2 | -5 | 1 | 1 | 3
PAFAH2 FP inh | 2 | 2 | 9 | 6 | -12 | -3 | 2 | 1

#33 OCCNC(=S)Nc1ccc2nsnc2c1
#34 CCC(C)(C)NC(=O)C(c1ccc(F)cc1)N(Cc1ccco1)C(=O)c1cnccn1 (stereo not given)
#35 O=Cc1nc(-c2ccccc2Cl)n2ccccc12
#36 O=C(CCc1ccccc1)NNC(=O)COc1ccccc1
#37 COc1ccc2c(c1)C(c1cccs1)=NNC(c1cccnc1)=N2
#38 CC(/C=N/NC(=O)c1cc(C(C)(C)C)[nH]n1)=C\c1ccccc1
#39 Cc1ccc(-n2[nH]c(C)c(C=Nc3ccc(S(=O)(=O)N4CCOCC4)cc3)c2=O)c(C)c1
#40 Cc1c(C#N)c(N=CN(C)C)c(C(=O)c2ccccc2)n1-c1ccccc1

compound no. | 33 | 34 | 35 | 36 | 37 | 38 | 39 | 40
PP1 counter | 3 | -5 | -2 | -4 | 6 | 1 | 2 | 1
PP5 inh | 5.4 | -2.3 | 1.7 | 2.2 | 1.4 | 3.1 | 1.7 | 1.8
AHR activator | 4 | 0 | -1 | 3 | 6 | 5 | -3 | 2
TPT1 inhibitor | -4 | -6 | 2 | 1 | 6 | -3 | -6 | 0
procasp7 counter | -20 | -11 | 0 | -7 | 4 | 3 | -9 | 1
Fh CTSL1 inh | 112* | 3 | 3 | -25 | 5 | 0 | 4 | 2
core dimer inh | -6 | -12 | 2 | -2 | 49* | -5 | -3 | -3
proCasp3 act | -2 | 6 | 8 | 0 | -4 | -1 | -3 | 2
PAFAH2 FP inh | -3 | -2 | -2 | 1 | -5 | 3 | . | -2

#41 COC(=O)C1=C(C)NC(=O)NC1c1cc(Cl)ccc1OC (stereo not given)
#42 COc1cc(OC)nc(-n2ncc(OC)c(Br)c2=O)n1
#43 CCn1cc(C(=O)O)c(=O)c2cc(F)c(N3CCN(S(=O)(=O)c4ccc(NC(C)=O)cc4)CC3)cc21
#44 Cn1nnnc1SCC(=O)Nc1ccc(N2CCOCC2)cc1
#45 Cc1ccccc1C(=O)NC1CCN(CC(=O)Nc2ccc(N(C)C)cc2)CC1
#46 Cc1nn(CC(=O)N2CCN(c3ccc(Cl)cc3)CC2)c(=O)c2cccn12
#47 O=C(c1cc(N2C(=O)C3C4CCC(C4)C3C2=O)ccc1Cl)N1CCCCCC1 (stereo not given)
#48 COc1cc(S(=O)(=O)N2CCCCC2)ccc1NC(=O)/C=C/c1ccccc1
#49 Nc1c(C(=O)CSc2ncccn2)c(=O)[nH]c(=O)n1C1CC1

compound no. | 41 | 42 | 43 | 44 | 45 | 46 | 47 | 48 | 49
PP1 counter | 0 | 0 | 42* | -1 | 2 | -5 | 1 | -2 | -2
PP5 inh | -3.4 | 3.9 | 4.5 | 1.6 | 1.6 | 4.7 | 1.6 | 5.1 | -0.3
AHR activator | -1 | -2 | 0 | 1 | 0 | -2 | 3 | -2 | 2
TPT1 inhibitor | 0 | -5 | 0 | 1 | -4 | 1 | -1 | 3 | .
procasp7 counter | 7 | 8 | 2 | 2 | -12 | -11 | -3 | 5 | -3
Fh CTSL1 inh | -3 | 1 | 0 | 4 | 3 | 1 | -3 | -2 | .
core dimer inh | -7 | -12 | 6 | -1 | -4 | -6 | 1 | 7 | .
proCasp3 act | 4 | -5 | 13 | -3 | 3 | -5 | -9 | 13 | -6
PAFAH2 FP inh | 3 | 7 | -14 | -4 | 0 | 1 | -4 | -14 | -1

Rewritten with values under each structure: entries from further up
Second line of a record: PP1 counter	PP5 inh	AHR activator	TPT1 inhibitor	procasp7 counter	Fh CTSL1 inh	core dimer inh	proCasp3 act	PAFAH2 FP inh
[43] CCn1cc(C(=O)O)c(=O)c2cc(F)c(N3CCN(S(=O)(=O)c4ccc(NC(C)=O)cc4)CC3)cc21
    42*	4.5	0	0	2	0	6	13	-14
[45] Cc1ccccc1C(=O)NC1CCN(CC(=O)Nc2ccc(N(C)C)cc2)CC1
    2	1.6	0	-4	-12	3	-4	3	0
[48] COc1cc(S(=O)(=O)N2CCCCC2)ccc1NC(=O)/C=C/c1ccccc1
    -2	5.1	-2	3	5	-2	7	13	-14
[47] O=C(c1cc(N2C(=O)C3C4CCC(C4)C3C2=O)ccc1Cl)N1CCCCCC1 (stereo not given)
    1	1.6	3	-1	-3	-3	1	-9	-4
[46] Cc1nn(CC(=O)N2CCN(c3ccc(Cl)cc3)CC2)c(=O)c2cccn12
    -5	4.7	-2	1	-11	1	-6	-5	1
